Screening data (PubChem)
T cell modulator – T cell immune modulators affecting CD8 T cell-vesicle binding; 2C CD8+ T cell-vesicle binding, flow cytometry; stronger effect = lower value; calls only at 7 µM; hit rate 0.068% among 330,000; AID 2052;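 active = response, share of CD8 T cells binding vesicles, and their 90th percentile fluorescence all below set limits, cut at about 80% in these data, passing the limit was not always enough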
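material = purified 2C TCR transgenic mouse naive CD8+ T cells | controls = Unloaded micro-vesicles (low), QL9 vesicles with 0.7% DMSO (high) | detection = cytometric PE anti-B7-1 and Alexa647 anti-CD8 signals after 1% paraformaldehyde fixation | incubation = binding step 1.5 h, 37 °C, antibody labelling 20 min, ice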
GPR55 LPI antagonism – GPR55 antagonists blocking LPI-driven arrestin recruitment, primary screen, imaging, U2OS, beta-arrestin-GFP, LPI agonist (AID 2013). U2OS GPR55 beta-arrestin-GFP translocation imaging, LPI antagonism; higher % means a stronger effect. one-dose inhibition, % at 10 µM; IC50 in µM for titrated hits. hit rate 0.13% among 290,000;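 active = spots per cell inhibited over 60%, with over 100 cells counted and total cytoplasm intensity under 500,000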;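 also: U2OS cells stably carrying GPR55 and arrestin-GFP stimulated by 5 µM LPI near EC80; imaged beta-arrestin-GFP aggregate spots per cell after agonist stimulation; plate controls were LPI-stimulated DMSO wells for no effect and DMSO wells without LPI for full effect; some results filed as inactive read as strong as hits; confirmed hits need IC50 under 10 µM and bright autofluorescent wells are also inconclusive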
Large T inhibition – TAg ATPase/helicase activity blockers – biochemical (AID 1903). SV40 large T antigen ATPase/helicase inhibition assay; higher % means a stronger effect. one-dose inhibition, % at 20 µM; IC50 in µM for titrated hits. hit rate 0.39% among 310,000; in the data active = a potency from the dose series; also: strong numbers were not always called active
LYP inhibition – inhibitors of LYP phosphatase, biochemical, fluorescence intensity, uHTS (AID 1779); hit rate 0.054% among 290,000; inhibition, % at 11.5 µM, or IC50 in µM where a hit was titrated; recombinant LYP phosphatase, fluorescence intensity; higher % means a stronger effect; in the data active = inhibition above about 50%;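 also: plate controls were vehicle with enzyme for no effect and no enzyme for full effect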
Rac1 GTP hydrolysis – MgcRacGAP GTPase-activating activity inhibitors, confirmation, biochemical, ADP Hunter fluorescence; MgcRacGAP-stimulated Rac1 GTP hydrolysis, ADP Hunter fluorescence; higher % means a stronger effect; GST-tagged Rac1 F28L mutant substrate; inhibition, % at 30 µM; hits with a dose series show IC50 in µM; hit rate 0.6% among 340,000; AID 624330;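 active = first-screen hits whose inhibition reached a set limit at any dose in the follow-up dose series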;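 also: fluorescence reports GDP produced by GAP-driven GTP hydrolysis; strong numbers were not always called active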
Hep lipid drop – hepatic lipid droplet formation modulation; inhibition, % at 6.5 µM; hit rate 0.4% among 240,000; AML12 mouse hepatocytes, oleate lipid droplets, BODIPY imaging; AID 1656;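 active = lipid droplet intensity inhibited by at least 50%, with more than 500 cells counted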
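material = mouse AML12 hepatocyte cell line, fixed after treatment | also added = 100 µM oleic acid challenge | doses = compound at 6.5 µM only | schedule = overnight exposure | technique = Image-based BODIPY and DAPI two-channel analysis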
GPR55 beta-arrestin – GPR55 agonists via beta-arrestin recruitment, primary screen, imaging, U2OS cells, beta-arrestin-GFP redistribution (AID 1961). U2OS GPR55 beta-arrestin-GFP redistribution imaging; higher % means a stronger effect. activation, % at 10 µM, or EC50 in µM where a hit was titrated. hit rate 0.048% among 290,000;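 active = activation above 40% with more than 50 cells counted in the well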;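 also: U2OS osteosarcoma cells stably expressing GPR55 and beta-arrestin-GFP; plate controls were DMSO negative control for no effect and LPI positive control for full effect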
NTR1 ag – NTR1-driven beta-arrestin-GFP spot formation – imaging, U2OS cells, high content, primary screen (AID 493036) | activation, % at 20 µM | agonist mode | hit rate 0.17% among 330,000;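 active = activation at or above 40% of the spot to cytoplasm intensity ratio, with at least 20 cells analyzed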;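 also: 0% = DMSO without peptide and 100% = 100 nM NTR1 peptide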
Target sequence (P30989 whole entry, looked up): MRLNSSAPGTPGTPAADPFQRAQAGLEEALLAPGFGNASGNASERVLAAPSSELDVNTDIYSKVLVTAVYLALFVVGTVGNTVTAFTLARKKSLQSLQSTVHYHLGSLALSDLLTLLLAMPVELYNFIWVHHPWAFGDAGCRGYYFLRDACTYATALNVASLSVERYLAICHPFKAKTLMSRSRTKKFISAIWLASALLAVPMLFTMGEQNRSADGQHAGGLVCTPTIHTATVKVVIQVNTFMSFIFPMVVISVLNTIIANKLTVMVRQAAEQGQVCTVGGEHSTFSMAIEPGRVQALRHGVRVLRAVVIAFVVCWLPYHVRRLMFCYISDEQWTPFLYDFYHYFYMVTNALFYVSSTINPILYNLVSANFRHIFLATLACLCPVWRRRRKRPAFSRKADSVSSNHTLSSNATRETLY
GPR35 antagonists – inhibition of zaprinast-stimulated GPR35 beta-arrestin translocation – imaging, U2OS, beta-arrestin-GFP, zaprinast agonist, primary screen (AID 2058) | U2OS GPR35 beta-arrestin-GFP translocation imaging, zaprinast antagonism; higher % means a stronger effect | hit rate 0.052% among 290,000 | inhibition, % at 10 µM, or IC50 in µM where a hit was titrated;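 active = inhibition of at least 50% with at least 30 cells and total cytoplasm GFP at most 10,000,000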
Hep lipid drop cells 6.5 µM – recorded beside Hep lipid drop, whose call it bears; cell count; measured here: cell count, cytotoxicity flag;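 cells counted across two imaged fields per well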
T cell modulator vesicle-bound % – also measured in T cell modulator; calls as there; double positive events, %; measured here: CD8+ vesicle-bound cell fraction;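 binding gate set so that unloaded-vesicle control wells show 10% double positive cells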
NTR1 ag cell count 20 µM – recorded beside NTR1 ag, whose call it bears; cell count; measured here: cell count, cytotoxicity flag
* marks the source's active call; other numbers are inactive results; i = inactive; · = not tested or not shown. Rows were taken by chance; overall some 1.8% were active at least once.

SMILES	T cell modulator	T cell modulator vesicle-bound %	GPR55 LPI antagonism	Large T inhibition	LYP inhibition	Rac1 GTP hydrolysis	Hep lipid drop	Hep lipid drop cells 6.5 µM	GPR55 beta-arrestin	NTR1 ag	NTR1 ag cell count 20 µM	GPR35 antagonists
c1ccc(-c2nccc(-c3ccco3)n2)nc1	i	39.2	3.4%	7.0%	-8.9%	4.6%	3.5	596	0.2%	0.9	77	-8.2%
CC(C)(C)OC(=O)N1CCC(C(N)=O)CC1	i	25.4	16.1%	3.8%	-10.1%	2.5%	13.6	642	-0.1%	-1.0	89	4.8%
Cc1ccc(S(=O)(=O)NCC(=O)Nc2ccc(C(F)(F)F)cc2)cc1	i	37.7	5.0%	-2.4%	2.3%	3.2%	-2.5	780	0.0%	1.8	76	5.4%
O=c1ccc(N=Nc2ccccc2)ccc1O	i	28.5	1.8%	1.0%	6.0%	·	-6.1	778	-0.1%	·	·	-1.5%
Cc1cc(C)cc(NC(=O)c2ccc([N+](=O)[O-])o2)c1	·	·	13.3%	1.4%	-4.8%	·	-11.0	643	0.0%	8.2	69	-6.7%
COc1ccc(S(=O)(=O)NCCc2c[nH]c3ccccc23)cc1OC	i	35.3	2.4%	-1.5%	-5.6%	12.4%	·	·	0.0%	-2.0	90	10.9%
COc1ccc(N=C2S/C(=C\c3ccc(Cl)c([N+](=O)[O-])c3)C(=O)N2CCN(C)C)cc1	i	47.4	-12.6%	10.1%	-5.8%	13.4%	19.0	800	-0.1%	12.1	64	6.2%
CC(C)(C)c1ccc(C(=O)O/N=C(\N)c2ccccc2)cc1	i	22.3	6.6%	3.7%	-2.3%	6.4%	·	·	-0.2%	6.4	84	-2.9%
O=C(CSc1oc(-c2ccco2)nc1S(=O)(=O)c1ccccc1)NCC1CCCO1 (stereo not given)	i	53.6	-8.6%	25.1%	2.4%	19.9%	-12.9	688	-0.3%	0.9	51	13.9%
O=C(CC1S/C(=N/N=C/C=C/c2ccccc2)NC1=O)Nc1ccc(C(=O)O)cc1 (stereo not given)	i	2.8	0.8%	7.7%	-6.3%	-0.9%	-42.1	557	0.1%	-0.1	36	-22.3%
CCOc1ccc(CN(CCO)CCO)cc1C(=O)OC	i	34.0	9.9%	0.3%	-8.8%	-0.1%	·	·	-0.1%	-0.6	46	0.7%
O=C(NCCC1=CCCCC1)C1CCCN(S(=O)(=O)c2cccnc2)C1 (stereo not given)	i	63.1	1.2%	14.5%	-1.6%	4.8%	·	·	-0.2%	7.8	57	-1.4%
COc1ccc(C)cc1NC(=O)c1cc(S(=O)(=O)N2CCCC2)cn1C	i	28.5	-9.7%	14.8%	-9.2%	7.2%	3.5	762	-0.1%	-1.6	91	-0.9%
CC1CCCCN1C(=O)CSc1nnc2c(n1)[nH]c1ccc(F)cc12 (stereo not given)	i	43.0	0.1%	16.8%	0.5%	12.8%	-1.4	743	-0.3%	0.7	46	-11.7%
Cc1nn(CC(C)C(=O)N2CCN(S(=O)(=O)c3ccc(Cl)cc3)CC2)c(C)c1C (stereo not given)	i	9.8	9.8%	-3.9%	-9.8%	8.3%	-1.1	755	0.6%	2.3	34	2.1%
Cc1ccc(-n2nnnc2SCC(=O)N2c3ccccc3NC(=O)C2(C)C)cc1	i	33.9	10.6%	7.3%	-7.2%	10.0%	·	·	-0.1%	2.8	57	-14.8%
Cc1nc2sc3c(c2c(=N)n1N)CC(C)(C)OC3	i	43.1	11.0%	19.8%	-2.9%	9.6%	·	·	-0.1%	5.4	58	3.4%
CCn1c(SC/C=C/c2ccccc2)nnc1-c1cnccn1	i	11.9	19.7%	2.7%	-0.2%	11.2%	-11.5	732	-0.1%	0.8	73	1.6%
COC(=O)C1=NN(c2ccccc2)C2C(=O)N(c3ccccc3OC)C(=O)C12 (stereo not given)	i	40.7	10.0%	10.6%	2.6%	4.5%	4.7	510	-0.2%	-2.5	70	-3.2%
CCOc1ccc(/C=N/n2c(COc3ccccc3)n[nH]c2=S)cc1OC	i	5.8	14.4%	12.5%	4.7%	16.6%	-5.0	785	-0.1%	0.6	66	10.5%
COc1cc(NC(=O)c2ccc3snnc3c2)cc(OC)c1	i	24.2	11.6%	6.4%	-1.8%	6.7%	0.5	707	-0.2%	-0.2	58	-0.3%
O=C(O)CC(NC(=O)c1ccco1)c1ccco1 (stereo not given)	i	43.9	-7.3%	-7.4%	-6.8%	8.5%	-11.4	694	-0.1%	2.8	49	12.7%
O=C(NNc1nc2cc3c(cc2s1)OCO3)c1cccc(F)c1	i	45.2	-3.1%	-51.7%	2.8%	10.2%	18.9	723	0.2%	-0.3	100	-11.8%
Cc1cc(NC(=O)COc2ccc(C)c(C)c2)no1	i	18.9	-11.7%	1.4%	-8.1%	4.1%	20.0	852	0.3%	-0.1	39	2.8%

Not a retest: an excerpt of the list.
SMILES	T cell modulator	T cell modulator vesicle-bound %	GPR55 LPI antagonism	Large T inhibition	LYP inhibition	Rac1 GTP hydrolysis	Hep lipid drop	Hep lipid drop cells 6.5 µM	GPR55 beta-arrestin	NTR1 ag	NTR1 ag cell count 20 µM	GPR35 antagonists
O=C(NNc1nc2cc3c(cc2s1)OCO3)c1cccc(F)c1	i	45.2	-3.1%	-51.7%	2.8%	10.2%	18.9	723	0.2%	-0.3	100	-11.8%
Cc1cc(NC(=O)COc2ccc(C)c(C)c2)no1	i	18.9	-11.7%	1.4%	-8.1%	4.1%	20.0	852	0.3%	-0.1	39	2.8%

More compounds.
SMILES	T cell modulator	T cell modulator vesicle-bound %	GPR55 LPI antagonism	Large T inhibition	LYP inhibition	Rac1 GTP hydrolysis	Hep lipid drop	Hep lipid drop cells 6.5 µM	GPR55 beta-arrestin	NTR1 ag	NTR1 ag cell count 20 µM	GPR35 antagonists
NC(=O)c1nn2c(C(F)(F)F)cc(-c3ccccc3)nc2c1Br	i	69.9	11.9%	11.9%	3.1%	11.2%	5.9	834	0.1%	2.6	68	-7.0%
Cc1cc(NC(=O)C2CC2)n(-c2nc3ccccc3s2)n1	i	45.5	-4.9%	3.3%	-4.9%	4.2%	17.7	693	-0.1%	0.8	43	9.4%
COc1ccc(CCN=C(N)NS(=O)(=O)c2cc(F)ccc2F)cc1	i	72.3	-1.4%	0.9%	-7.1%	9.3%	-2.1	806	-0.1%	0.7	56	-6.7%
Cc1ccc(NC(=S)N(N)CCO)cc1	i	28.6	2.2%	5.5%	-4.4%	16.2%	13.2	691	-1.1%	1.0	35	6.2%
COc1ccc(N(C(=O)c2ccco2)C(C(=O)NC2CCCC2)c2ccco2)cc1OC (stereo not given)	i	48.2	9.1%	-4.0%	0.4%	-3.8%	11.5	852	0.0%	-0.3	61	4.5%
O=C(N[C@@H](Cc1ccccc1)C(=O)NCCc1c[nH]c2ccccc12)c1ccco1	i	18.9	-9.5%	23.9%	-6.3%	3.0%	-24.1	799	0.2%	3.9	49	17.3%
CC(NC(=O)c1cc2ccccc2o1)c1ccccc1 (stereo not given)	i	37.5	-11.5%	24.6%	-3.9%	10.5%	-7.9	631	0.2%	0.5	39	-3.0%
O=C(CN1c2ccccc2S(=O)(=O)c2ccccc21)NCc1ccccc1	i	6.9	3.8%	1.7%	-3.9%	3.7%	-0.4	768	-0.2%	-0.9	52	5.7%
O=c1[nH]c(/C=C\c2cccc(O)c2)nc(O)c1[N+](=O)[O-]	i	50.7	-0.2%	13.3%	-3.3%	13.1%	-0.2	784	-0.2%	0.3	56	3.8%
COc1ccc(Br)c(C(=O)NC(C)(C)CO)c1	i	15.5	14.4%	5.4%	-6.4%	-6.3%	-8.7	701	-0.1%	1.5	62	13.7%
Cn1c(=O)oc2cc(S(=O)(=O)CCC(=O)NCCc3ccccc3)ccc21	i	9.6	-6.2%	17.6%	2.1%	9.0%	-27.4	679	-0.2%	0.7	66	-7.6%
Cc1cc(C)n(-c2ccc(C(=O)NCCCN3CCOCC3)cc2)n1	i	3.8	16.3%	-0.2%	-6.2%	3.7%	1.8	704	0.2%	-0.5	33	-6.1%
COc1ccc2c(c1)C1(Nc3ccccc3-c3nc4ccccc4n31)C(=O)N2 (stereo not given)	i	30.6	4.1%	3.7%	-3.0%	6.3%	-26.4	762	0.7%	3.0	88	6.8%
O=C(CCNS(=O)(=O)c1cccs1)NCc1cccs1	i	20.2	5.6%	-2.9%	-12.8%	-6.9%	·	·	0.2%	-0.3	82	-3.4%
Cc1cccc(C(=O)NNC(=O)C2CC2)c1	i	9.1	9.1%	12.2%	-2.9%	6.8%	10.2	725	-0.1%	0.3	78	9.1%
Cc1cccc2cc(-c3nc4ccc(C(=O)O)cc4[nH]3)c(=O)oc12	i	32.7	5.4%	7.5%	8.3%	0.2%	-10.4	749	0.0%	-0.1	81	-4.2%
COc1ccc(/C=N\Nc2ccc([N+](=O)[O-])cc2[N+](=O)[O-])c(C(=O)O)c1OC	i	12.6	3.5%	12.5%	-0.7%	-8.0%	-5.8	732	-0.1%	0.1	60	12.0%
O=C(NCc1ccco1)c1ccc(Cl)c(S(=O)(=O)Nc2ccccc2)c1	i	41.4	10.7%	-3.3%	-2.9%	-1.4%	-7.5	720	0.2%	1.2	68	-5.4%
O=C(c1ccc(F)cc1Cl)N1CCN(S(=O)(=O)c2cccs2)CC1	i	36.2	0.3%	8.6%	-5.4%	3.5%	-0.4	797	0.3%	0.7	60	0.9%
Cn1nc(NC(=O)C2CCC2C(=O)O)c2c(F)cccc21 (stereo not given)	i	28.8	-2.3%	4.6%	-4.8%	-20.1%	2.0	715	-0.2%	0.2	50	-0.4%
O=C(COc1ccc(Cl)cc1Cl)NCc1ccncc1	·	·	-1.1%	9.2%	-2.2%	9.4%	·	·	-0.2%	0.9	87	4.5%
CCCCCOC(=O)NC1CCS(=O)(=O)C1 (stereo not given)	i	27.8	4.8%	24.4%	-3.1%	-0.6%	3.6	784	-0.4%	0.5	40	0.8%
Clc1ccc(-c2c[n+](Cc3ccc(Br)cc3)c3n2CCCCC3)cc1	i	17.4	3.1%	7.0%	-2.5%	-1.8%	0.7	734	0.1%	-0.6	49	-13.5%
Cc1ccccc1C(=O)Nc1ccc(O)cc1C(=O)O	i	8.5	7.8%	2.9%	-3.0%	6.4%	10.8	728	-0.1%	-0.6	33	-0.2%
COc1ccc(-c2cc(C(F)F)n3ncc(C(=O)Nc4cc(C)on4)c3n2)cc1	i	31.9	4.0%	5.8%	-11.4%	9.5%	21.6	700	0.2%	1.9	95	-9.3%
